High-throughput results as filed in PubChem.
Lipid storage S3: qHTS Assay for Lipid Storage Modulators in Drosophila S3 Cells; Drosophila S3 cells, BODIPY lipid droplet fluorescence, 18-24 h; cells fed with added oleic acid; Potency in µM for hits, for the others lipid storage change, negative = inhibition, % at the top dose, mostly 46.1 µM; actives 0.64% (n = 320,000); active means well fitted inhibition curve with a large enough effect in the signal ratio, with a control signal flat, not every such curve was filed as active; inconclusive means small, poorly fitted or top-dose-only effect, or effect the other way, or a change in a side signal; the % refers to the signal ratio
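Laser-scanning cytometry quantifies lipid droplet accumulation (500–530 nm total intensity; droplet/cell object ratio) in oleic acid-fed (400 uM added) Drosophila S3 cells treated with a concentration series. 20 uM Triacsin C defined 100% inhibition.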
Lipid storage S3 cell count max: also measured in Lipid storage S3; calls as there; cell number change, %; measured here: cell count max response;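 cells counted by Cell Tracker Red CMTPX staining in the red channel; peak over a dose series mostly up to 46.1 µM; percent activity relative to internal control wells on each plate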
* hit, by the source's call; i = inactive; u = inconclusive; x = not tested or not shown. On the % scale 0 is the no-effect control and ±100 the full control effect; potency means the concentration at half of the fitted maximal effect. This is a subset, so the mix of outcomes need not match the whole.

Lipid storage S3	Lipid storage S3 cell count max	SMILES
u	x	CCSc1ccc([C@@H]2[C@H]3C(=O)N(CC)C(=O)[C@H]3[C@]3(C(=O)OC)CCCCN23)cc1
7%	2	O=C(Nc1ccc2c(c1)OCCO2)c1cccs1
9%	3	COc1ccc(/C=N\Nc2ccccn2)c(OC)c1
u	x	Cc1sc(NC(=O)c2cccnc2)nc1-c1ccccc1
u	x	CCOC(=O)CSc1nnc(CNC(=O)c2cccc(C)c2)n1C
u	x	Cn1c(=O)c2c(nc(Br)n2CCSc2nc3ccccc3o2)n(C)c1=O
u	x	COc1ccc(S(=O)(=O)N2CCC(C(=O)Nc3nccs3)CC2)cc1
u	x	COc1ccc(-c2csc3[nH]c(=S)n(-c4ccccc4)c(=O)c23)cc1OC
18%	4	Cc1cc(-c2nnnn2-c2ccc(C(F)(F)F)cc2)no1
u	x	COc1ccc(S(=O)(=O)N2CCN(C(=O)/C=C/c3ccco3)CC2)cc1
u	x	CN(C(=O)C1CCCN(S(=O)(=O)c2cccc([N+](=O)[O-])c2)C1)C1CCS(=O)(=O)C1 (stereo unspecified)
11%	-5	O=C(COC(=O)C12CC3CC(CC(C3)C1)C2)N1CCN(S(=O)(=O)c2ccccc2)CC1
20%	27	COc1ccccc1NC(=O)N1CCCC1C(=O)NC1CCCCC1 (stereo unspecified)
u	x	COC(=O)C1=C(C)NC(=O)NC1c1ccccc1Cl (stereo unspecified)
u	x	CN(C(=O)COC(=O)CNS(=O)(=O)/C=C/c1ccccc1)C1CCS(=O)(=O)C1 (stereo unspecified)
u	x	CC(C)N1C(=O)C2ON(c3ccccc3)C(c3cccs3)C2C1=O (stereo unspecified)
-1%	-3	CCCCCC(=O)Nc1ccc(S(=O)(=O)NC2=NCCCCC2)cc1
-1%	7	Cc1cccc(CCNC(=O)CC2C(=O)NCCN2CC2CCCCC2)n1 (stereo unspecified)
22%	x	CCCCCn1nc(C(=O)N(CCOC)c2c(N)n(CCCC)c(=O)[nH]c2=O)c2ccccc2c1=O
23%	15	CC1CCCC(NC(=O)c2cccc(S(=O)(=O)N3CCN(c4ccccc4)CC3)c2)C1C (stereo unspecified)
i	-9	Cc1cnc(CN(C)C(=O)C2CCC(=O)N(CCc3cccc(F)c3)C2)[nH]1 (stereo unspecified)
11%	6	CCOC(=O)C1=C(C)NC(=O)NC1c1ccc([N+](=O)[O-])o1 (stereo unspecified)
2%	-2	CCOC(=O)C1CCN(C(=O)CCS(=O)(=O)c2ccc3c(c2)CC(C)N3C(=O)CC)CC1 (stereo unspecified)
u	x	COC(=O)CNC(c1ccccc1)c1cc(Br)ccc1NS(=O)(=O)c1ccccc1 (stereo unspecified)
5%	x	Cc1nc2ccccc2n1S(=O)(=O)N(C)C
u	x	COc1c(C)cc(C(=O)C2CCCN(C(=O)Cn3ccc(C)n3)C2)cc1C (stereo unspecified)
-11%	4	CC1(C)CC(=O)C=C(NCc2ccc(C(=O)O)cc2)C1
16%	-15	COc1cc(C2C(C#N)=C(N)Oc3n[nH]c(-c4ccncc4)c32)cc(OC)c1OC (stereo unspecified)
u	x	Cc1cc2ncn(CC(O)COc3cccc(C(=O)O)c3)c2cc1C (stereo unspecified)
-7%	-3	CCOC(=O)C1=C(C)NC(C)=C(C(=O)OC)C1c1ccco1 (stereo unspecified)

Later entries:
Lipid storage S3	Lipid storage S3 cell count max	SMILES
u	x	COC(=O)c1cccc(S(=O)(=O)N2CCOCC2)c1
21µM*	-24*	COc1ccc(C(=O)NCCNc2nc3ccc(C)cc3cc2C#N)cc1
u	x	Oc1cc(NCc2cccnc2)ccc1-c1nc2ccccc2o1
0%	-7	CC(=O)Nc1ccc(C2CC(c3ccc(Cl)cc3)=NN2c2ccccc2)cc1 (stereo unspecified)
27%	x	COc1cccc(/C(C#N)=C/c2c(-c3ccc(Cl)cc3)nc3c(C)cccn23)c1
8%	11	O=C(CCCCCNC(=O)N1CCn2c1nc1ccccc12)NCc1ccccc1
18%	13	CCOc1nc(NCCO)nc(Nc2ccccc2F)n1
i	-1	Cc1cc(C)c2sc(NC(=O)C3=COCCO3)nc2c1
-17%	-29	COCCCNc1nc(N)c([N+](=O)[O-])c(N2CCCCCC2)n1
i	-21	CNC(=O)COc1coc(CN2CCN(Cc3ccccc3)CC2)cc1=O
u	x	COc1cc(/C=C/C(=O)NCCc2ccc(S(N)(=O)=O)cc2)ccc1OCC#N
u	x	COc1ccc(/C=N/Nc2ccc([N+](=O)[O-])cc2)cc1O
i	3	COc1ccc(CN2CCNC(=O)C2CC(=O)N(C)CCc2cnn(C)c2)c(F)c1 (stereo unspecified)
-1%	22	CCCCOc1cccc(C2C(C(=O)c3cccs3)=C(O)C(=O)N2Cc2cccnc2)c1 (stereo unspecified)
29%	6	COc1ccc(OC)c(NC(=O)CSC2=NCCS2)c1
i	2	Cc1nnc(NC(=O)CN2CC(C)OC(C)C2)s1 (stereo unspecified)
u	x	CNc1nc(C)c(C(=O)OCC(=O)OC)s1
u	x	O=C(O)C(=O)/C(=C\c1cccc(Cl)c1)c1ccc2ccccc2n1
u	x	CCOC(=O)N(Cc1ccccc1)C(C(=O)O)C(C(=O)O)N(Cc1ccccc1)C(=O)OCC (stereo unspecified)
u	x	Cc1nn(Cc2ccccc2)c(C)c1NC(=O)CSc1nc(C2CC2)nc2c1cnn2-c1ccccc1
u	x	CC12CCC(C(=O)NCc3cccnc3)(OC1=O)C2(C)C (stereo unspecified)
0%	-7	O=C(NNC1=NCCC1)c1cccc(S(=O)(=O)N2CCOCC2)c1
u	x	COc1ccc(-c2cc3ccccc3oc2=O)cc1NC(=S)NC(=O)c1ccc2c(c1)OCCO2
6%	6	Cc1ccc(CNC(=O)Nc2ccccc2)n1C
-4%	5	CC(=O)Nc1ccc(NC(=O)C(C)OC(=O)CCc2nc3ccccc3s2)cc1 (stereo unspecified)
u	x	Cc1ccc(C(=O)Nc2ccccc2N2CCCCC2)o1
i	x	C=CCSc1nc(N)c(C(=O)Nc2ccccc2C)cc1C(N)=O
u	x	CC(C)COC(=O)NCCCOC(=O)Nc1ccccc1
-4%	1	COc1ccc(NC(=O)c2cc(C(C)C)on2)cc1OC
u	x	O=C(c1coc(=O)c(Br)c1)N1CCOCC1

Rewritten with two lines to a compound: entries from further up
Under each structure – Lipid storage S3 | Lipid storage S3 cell count max
COC(=O)c1cccc(S(=O)(=O)N2CCOCC2)c1
 : u | x
COc1ccc(C(=O)NCCNc2nc3ccc(C)cc3cc2C#N)cc1
 : 21µM* | -24*
Oc1cc(NCc2cccnc2)ccc1-c1nc2ccccc2o1
 : u | x
CC(=O)Nc1ccc(C2CC(c3ccc(Cl)cc3)=NN2c2ccccc2)cc1 (stereo unspecified)
 : 0% | -7
COc1cccc(/C(C#N)=C/c2c(-c3ccc(Cl)cc3)nc3c(C)cccn23)c1
 : 27% | x
O=C(CCCCCNC(=O)N1CCn2c1nc1ccccc12)NCc1ccccc1
 : 8% | 11
CCOc1nc(NCCO)nc(Nc2ccccc2F)n1
 : 18% | 13
Cc1cc(C)c2sc(NC(=O)C3=COCCO3)nc2c1
 : i | -1
COCCCNc1nc(N)c([N+](=O)[O-])c(N2CCCCCC2)n1
 : -17% | -29
CNC(=O)COc1coc(CN2CCN(Cc3ccccc3)CC2)cc1=O
 : i | -21
COc1cc(/C=C/C(=O)NCCc2ccc(S(N)(=O)=O)cc2)ccc1OCC#N
 : u | x
COc1ccc(/C=N/Nc2ccc([N+](=O)[O-])cc2)cc1O
 : u | x
COc1ccc(CN2CCNC(=O)C2CC(=O)N(C)CCc2cnn(C)c2)c(F)c1 (stereo unspecified)
 : i | 3
CCCCOc1cccc(C2C(C(=O)c3cccs3)=C(O)C(=O)N2Cc2cccnc2)c1 (stereo unspecified)
 : -1% | 22
COc1ccc(OC)c(NC(=O)CSC2=NCCS2)c1
 : 29% | 6
Cc1nnc(NC(=O)CN2CC(C)OC(C)C2)s1 (stereo unspecified)
 : i | 2
CNc1nc(C)c(C(=O)OCC(=O)OC)s1
 : u | x

Other results follow:
Lipid storage S3	Lipid storage S3 cell count max	SMILES
u	x	COc1ccccc1-c1c(C)nn2c(N3CCN(c4ccccc4OC)CC3)cc(C)nc12
-3%	-18	Nc1nc(CN2CCCCCC2)nc(Nc2ccc(F)cc2)n1
2%	-9	CC1CCN(Cc2nc(-c3ccc(Cl)cc3)no2)CC1
i	23	CCCCN1C=C(C(=O)OC)C(c2ccccc2C(F)(F)F)C(C(=O)OC)=C1
-20%	-7	COc1ccc(S(=O)(=O)n2nc(OC(C)=O)cc2N)cc1
u	x	Cc1ccc(CN(C)C(=O)c2ccccc2Sc2ccccc2C#N)cc1
u	x	COc1ccc(S(=O)(=O)N2CCCCC2)cc1NS(=O)(=O)c1cc(Cl)ccc1Cl
7%	-1	CC(C)S(=O)(=O)c1cnc(-c2cccnc2)nc1N
i	-4	CC(C)N(Cc1cc2ccccc2[nH]c1=O)C(=O)C1CCCCC1
-4%	-14	CCC(C)(C(=O)NC1CCCCC1)N(Cc1cccs1)C(=O)c1ccccn1 (stereo unspecified)
u	x	CC(C)C[C@H](NC(=O)Nc1cccc(Cl)c1)C(=O)O
10%	-1	O=C1CN(C(=O)COc2cccc(F)c2)c2ccccc2N1
5%	7	CCCc1cnc(N2CCN(C(=O)c3ccc(OC)cc3)CC2)nc1
u	x	Cc1nn(C)c(Cl)c1/C=N/OC(=O)c1ccc(F)cc1
u	x	N#Cc1nc(-c2ccc(OCc3ccccc3)cc2)oc1N1CCOCC1
u	x	CCOC(=O)COc1cc2c(C(=O)OCC)c(C)oc2cc1Br
u	x	CCOc1ccc(N(Cc2cc3ccc(C)cc3[nH]c2=O)S(=O)(=O)c2ccccc2)cc1
u	x	CN(C)S(=O)(=O)c1ccc(Cl)c(NC(=O)CSc2nc3c(cc2C#N)C(=O)CCC3)c1
-5%	-15	CCOC(=O)C(Cc1ccccc1)C(=O)Nc1cccc(C)c1 (stereo unspecified)
13%	10	CCc1nnc2n1N=C(c1ccccc1)CS2
u	x	CC1=C(C(=O)OCC2CCCO2)C(c2ccccc2)C2=C(CCCC2=O)N1 (stereo unspecified)
u	x	Clc1ccc(-n2nnnc2-c2cnc3ccc(Cl)cc3c2-c2ccccc2)cc1
16%	7	Cc1ccc(-n2c(-c3cccs3)nc3nc4ccccc4nc32)cc1
u	x	O=C(Nc1nc(-c2ccco2)cs1)c1ccccc1
u	x	CC(=O)Nc1ccccc1OCC(=O)c1cc(C)n(Cc2cccs2)c1C
u	x	COC(=O)Nc1ccc(S(=O)(=O)NCCCCCC(=O)O)cc1
u	x	CC1OC2C(OC1C)N(S(C)(=O)=O)CCN2S(C)(=O)=O (stereo unspecified)
1%	7	O=C(N/N=C/c1cc(Br)c(Br)o1)c1ccc2c(c1)OCCO2
u	x	CCCOC1CCCN(C(=O)CCc2nnc(-c3ccc4c(c3)OCO4)o2)C1 (stereo unspecified)
u	x	COc1ccc(Cn2c(C3CC3)nc3ccc(NC(=O)c4cccnc4)cc3c2=O)cc1

The results go on.
Lipid storage S3	Lipid storage S3 cell count max	SMILES
u	x	Cc1ccccc1OCC(O)Cn1c(=N)n(Cc2ccccc2)c2ccccc21 (stereo unspecified)
-11%	-7	O=C(c1ccco1)N1CCN(S(=O)(=O)c2ccc(Cl)s2)CC1
u	x	O=C(CN1C(=O)C2CC=CCC2C1=O)Nc1ccc(-c2nnc3n2CCCCC3)cc1 (stereo unspecified)
u	x	CCOCC(=O)Nc1cc(Cl)ccc1C
u	x	CC(C)(C)C(=O)Nc1ccc(Oc2ccc3c(c2)C(=O)N(c2ccc(O)cc2)C3=O)cc1
-9%	-1	O=S1(=O)CCOC[C@H](CC2CCCCC2)N1Cc1cccc(Cl)c1
u	x	CCCc1nc2oc3c(NCC4CCCO4)ncnc3c2c2c1COC(C)(C)C2 (stereo unspecified)
10%	10	COc1ccccc1C(=O)N1N=C(c2ccc(NS(C)(=O)=O)cc2)CC1c1cccs1 (stereo unspecified)
i	-2	NC(=O)c1oc2ccc(Cl)cc2c1N
u	x	Cc1ccc(Sc2ncccc2COC(=O)NC(C)C)cc1
i	x	Cc1cc(C)c(NN=c2c(=O)c3ccccc3c2=O)c(C)c1
26%	4	O=C(NC(C(=O)c1ccccc1)n1ccc(=O)[nH]c1=O)c1ccccc1 (stereo unspecified)
u	x	Cc1ccc(NC(=O)C(c2ccccc2)N2CCN(C(=O)c3ccco3)CC2)cc1 (stereo unspecified)
9%	-6	CC(=O)Nc1ccc(NC(=O)c2cc(-c3cc(C)c(C)cc3O)n[nH]2)cc1
6%	14	CC(C)(C)NC(=O)/C=N/O
4%	0	C=CCn1c(N)cc(=O)nc1SCC(=O)Nc1ccccc1C(N)=O
u	x	CC1(C)CC(=O)C(C=NCCN2CCNC2=O)=C(O)C1
u	x	CCOC(=O)c1c(NC(=O)C2CCCN(S(=O)(=O)c3ccc(C)cc3)C2)sc2c1CCCC2 (stereo unspecified)
u	x	CC1CCN(CC(=O)NNC(=O)c2cccc(Br)c2)CC1
i	17	CCC1CCC/C1=N\NC(=O)c1ccoc1C (stereo unspecified)
u	x	OC(c1ccc(Cl)cc1Cl)C(Cc1cccnc1)n1cncn1 (stereo unspecified)
4%	5	CCOC(=O)c1ccc(COC(=O)CCc2nc(-c3ccccc3)c(-c3ccccc3)o2)cc1
0%	-1	O=C(Nc1cccnc1Cl)c1ccc(Cl)c([N+](=O)[O-])c1
